Compound activity as filed in PubChem BioAssay.
STK33 kinase inh: human STK33 kinase inhibition. 320,000 compounds, 0.073% hits. inhibition, % at 10 µM. Q9BYT3. AID 2661. purified STK33, MBP phosphorylation, ADP-Glo luminescence;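 active means inhibition at or above 25%, using the most active replicate where run in duplicate; inactive means inhibition below 25%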
Target sequence (Q9BYT3 whole entry, looked up): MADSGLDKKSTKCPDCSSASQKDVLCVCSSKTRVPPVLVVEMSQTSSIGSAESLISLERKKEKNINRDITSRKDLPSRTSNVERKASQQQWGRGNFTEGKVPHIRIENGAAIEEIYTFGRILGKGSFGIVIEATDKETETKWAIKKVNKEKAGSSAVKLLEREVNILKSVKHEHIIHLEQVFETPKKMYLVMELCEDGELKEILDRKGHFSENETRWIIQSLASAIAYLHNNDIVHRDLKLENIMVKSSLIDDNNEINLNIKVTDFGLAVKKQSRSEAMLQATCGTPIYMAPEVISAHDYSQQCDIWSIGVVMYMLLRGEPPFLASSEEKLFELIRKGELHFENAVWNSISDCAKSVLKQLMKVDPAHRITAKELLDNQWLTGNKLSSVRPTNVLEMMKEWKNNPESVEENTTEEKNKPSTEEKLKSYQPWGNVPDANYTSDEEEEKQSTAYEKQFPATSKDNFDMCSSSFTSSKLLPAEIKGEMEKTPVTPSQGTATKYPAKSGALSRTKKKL
OX1R antag: blocks the human orexin 1 receptor; OX1R-expressing cells, FRET antagonist read-out; inhibition, % at 6.6 µM; 330,000 compounds, 1.8% hits; in the data active means inhibition mostly above about 38%, no sharp cut-off; inactive means mostly below about 40%;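 further: 0% = agonist challenge alone and 100% = reference antagonist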
Target sequence (O43613 whole entry, looked up): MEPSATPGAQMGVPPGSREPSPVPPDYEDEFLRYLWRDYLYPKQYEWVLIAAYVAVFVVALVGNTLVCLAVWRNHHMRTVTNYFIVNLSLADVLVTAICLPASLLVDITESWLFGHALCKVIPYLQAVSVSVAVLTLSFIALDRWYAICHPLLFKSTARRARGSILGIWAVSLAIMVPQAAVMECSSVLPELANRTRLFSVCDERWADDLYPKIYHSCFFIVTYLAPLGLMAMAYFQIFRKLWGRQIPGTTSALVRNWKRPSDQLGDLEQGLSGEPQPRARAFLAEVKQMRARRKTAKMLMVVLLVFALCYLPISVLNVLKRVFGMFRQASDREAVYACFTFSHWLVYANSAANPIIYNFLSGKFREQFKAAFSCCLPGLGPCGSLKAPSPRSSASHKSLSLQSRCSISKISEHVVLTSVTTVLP
KCNQ2 inh: KCNQ2 potassium channel inhibitors, primary screen, cell-based, CHO-K1, FluxOR thallium flux, B-score (AID 2156). O88943. 20 min; active compounds read low. B-score at 10 µM. 310,000 compounds, 1.1% hits;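 active means fluorescence ratio B-score at most minus 3 library SDs, with starting brightness B-score within 2 library SDs, cut at about -5.5 in these data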
The depositor's hits bear a star; i = inactive; nt = not tested or not shown. Random draw from the library (roughly 2.7% active in at least one column).

A first look, 4 compounds:
SMILES,STK33 kinase inh,OX1R antag,KCNQ2 inh
Cc1c(C(=O)NCc2cccnc2)oc2ccc(S(=O)(=O)N3CCCC(C)C3)cc12 (stereo not given),-0.2,12,i
Cn1cc(CNC(=O)c2sc3cccc(Cl)c3c2Cl)cn1,-2.9,15,i
CCCOC(=O)c1ccc(Oc2cn[nH]c2-c2ccc(OCC(=O)NN)cc2O)cc1,-0.2,-2,i
O=C(CCn1c(=O)oc2ccccc21)N1CCN(c2ccccc2F)CC1,-3.7,10,i

Main list (from the top)
SMILES,STK33 kinase inh,OX1R antag,KCNQ2 inh
Cc1c(C(=O)NCc2cccnc2)oc2ccc(S(=O)(=O)N3CCCC(C)C3)cc12 (stereo not given),-0.2,12,i
Cn1cc(CNC(=O)c2sc3cccc(Cl)c3c2Cl)cn1,-2.9,15,i
CCCOC(=O)c1ccc(Oc2cn[nH]c2-c2ccc(OCC(=O)NN)cc2O)cc1,-0.2,-2,i
O=C(CCn1c(=O)oc2ccccc21)N1CCN(c2ccccc2F)CC1,-3.7,10,i
CSc1nncc(-c2ccccc2)n1,-0.8,38,i
Cc1ccc(NC(=O)c2ccc3ccccc3n2)cc1S(=O)(=O)N1CCOCC1,0.5,39,i
CCCCNc1cc(C(=O)O)cc(S(N)(=O)=O)c1Oc1ccccc1,-0.1,4,i
Cc1ccc2c(c1)C(c1ccccc1)N(C(=O)c1cccc([N+](=O)[O-])c1)CC(=O)N2 (stereo not given),-1.6,3,i
CCN(Cc1cccc(OC)c1)CC1CCCN(CCc2cccc(OC)c2)C1 (stereo not given),-1.4,4,i
CCOC(=O)C1CCCN(C(=O)CCNC(=O)Cn2ccc3ccccc3c2=O)C1 (stereo not given),0.2,19,i
Cc1cc(-c2ccco2)n(CC(=O)NCCN(C)C)n1,-1.6,22,i
Cc1csc(NC(=O)c2cc(C)on2)n1,-1.4,11,nt
Cn1c(=O)c2c(nc(Sc3ncnn3CC(=O)N3CCOCC3)n2C)n(C)c1=O,3.6,11,i
O=C(CN(Cc1ccccc1)C1=NCCS1)c1ccc(Cl)cc1,-0.5,9,i
CC(C)NOC(=O)c1ccc(Cl)cc1,-0.9,9,i
COC(=O)[C@@]12CCCCN1[C@H](c1ccc(SC3CCCCC3)cc1)[C@@H]1C(=O)N(C)C(=O)[C@@H]12,-0.1,0,i
COc1cc(/C=N/Nc2nc(=O)[nH]nc2C)cc([N+](=O)[O-])c1O,3.7,14,i
O=S(=O)(c1ccc2ccccc2c1)N1CCN(C(=S)Nc2ccc(F)c(Cl)c2)CC1,0.2,14,i
Cc1cccc(NC(=O)CSc2nnc(NC(=O)CN3CCCCC3)s2)c1,0.5,12,i
Cc1cccc(NC(=O)c2ccc(N(C)C3CCCCC3)c([N+](=O)[O-])c2)n1,0.2,30,i
CCN(CC(=O)Nc1ccccc1C(F)(F)F)C(=O)c1ccccc1Cc1ccccc1,-0.5,33,i
CC(Oc1ccc(Br)cc1)C(=O)NCC(C)(C)N1CCOCC1 (stereo not given),-2.2,7,i
Cc1nc2oc3c(NCC4CCCO4)ncnc3c2c2c1COC(C)(C)C2 (stereo not given),0.8,6,i
Cc1ccc2c(=O)[nH]c(Cc3ccccc3C(=O)O)nc2c1,1.2,2,i
Cn1cccc1/C=C1\SC(=S)N(NC(=O)c2ccc(Cl)cc2)C1=O,-0.4,23,nt
N#CC1=C(N)Oc2cc3c(cc2C1c1ccc(Cl)cc1)OCO3 (stereo not given),-3.4,16,i
CN(C)S(=O)(=O)c1cccc(C(=O)N=C2N=C3C=CC(Cl)=CN3Cc3ccccc32)c1,-0.1,13,i
CCCCN(CCCC)CCCNC(=O)Cn1cc2c(n1)-c1c(oc(C(=O)N3CCCC3)c1C)CC2,0.5,9,i
Cc1ccc(S(=O)(=O)N2[C@@H](c3ccc(F)cc3)C(C(=O)O)=CC[C@H]2c2ccc(Cl)cc2)cc1,-1.2,46,nt
CCOc1ccc2nc(NC(=O)C3=NNC(=O)CC3)sc2c1,-1.4,5,i

Given as labelled records: two of the compounds above.
Cc1cccc(NC(=O)c2ccc(N(C)C3CCCCC3)c([N+](=O)[O-])c2)n1
  STK33 kinase inh: 0.2; OX1R antag: 30; KCNQ2 inh: i
CCN(CC(=O)Nc1ccccc1C(F)(F)F)C(=O)c1ccccc1Cc1ccccc1
  STK33 kinase inh: -0.5; OX1R antag: 33; KCNQ2 inh: i

The results go on:
SMILES,STK33 kinase inh,OX1R antag,KCNQ2 inh
N#C/C(=C/c1cccs1)c1nc2ccccc2[nH]1,-0.3,29,i
CCOC(=O)c1c(NC(=O)COC(=O)c2ccc(C)s2)sc2c1CC(C)(C)NC2(C)C,0.4,22,i
CCNC(=S)Nc1cc(OCC)c(N2CCOCC2)cc1OCC,-3.2,13,i
Cc1oc2cc3oc(=O)c(CCC(=O)NCCCN4CCOCC4)c(C)c3cc2c1C,-1.2,18,i
OCCNC(=S)Nc1ccc2c(c1)OCCO2,-0.6,3,i
COc1cccc(NC(=O)C(c2ccccc2)N2CCN(c3ccccn3)CC2)c1 (stereo not given),-0.6,12,i
CCN(CC)S(=O)(=O)c1ccc(Cl)c(NC(=O)COC(=O)c2ccc([N+](=O)[O-])o2)c1,-1.3,22,i
CC1CCCCN1CCCNC(=O)c1ccc2c(=O)n(CCc3ccccc3)c(=O)[nH]c2c1 (stereo not given),-1.0,7,i
O=C(COc1ccc(Cl)cc1)NNC(=O)c1ccccc1C(=O)O,0.0,nt,i
CCN(CC)C(=O)Cn1cc(S(=O)(=O)CC(=O)NCc2ccc(C)cc2)c2ccccc21,-0.7,13,i
O=C(CCC1CCCCC1)Nc1c[nH]c(=O)[nH]c1=O,-1.1,23,i
Cc1ccc(NC(=S)NC2CCCC2)c(C)c1,-0.9,-16,i
CC(=O)C1=C(O)C(=O)N(c2ccccn2)C1c1ccccc1[N+](=O)[O-] (stereo not given),-1.5,38,i
Cc1oc2c(c1C(=O)O)C(=O)c1ccccc1C2=O,-2.1,97*,i
Cc1c(C=O)c2cc(OCc3ccccc3)ccc2n1C,-2.8,21,i
CCCN(CC(=O)Nc1ccccc1C)C(=O)/C=C/c1ccc(OCC)c(OC)c1,-1.4,8,nt
Cc1occc1-c1nnc(SCC(=O)c2ccc(Cl)cc2)n1C,-0.6,20,i
Cc1ccc2nc(NC(=O)COC(=O)c3cccnc3)sc2c1,-0.2,10,nt
O=C(COc1ccccc1)N/N=C/c1cc2c(cc1[N+](=O)[O-])OCO2,-1.6,40,i
Cc1ccc(NC2CCCN(C(=O)c3cnc4ccccn4c3=O)C2)cc1C (stereo not given),-1.2,12,i
Cc1ccc(CNC(=O)COC(=O)C2CCC2)cc1,-0.2,9,nt
CCOc1ccc(NC(C)C(=O)N/N=C/c2cccs2)cc1 (stereo not given),-1.2,-1,i
COc1ccc(CN2CCN(Cc3cccc(Oc4ccccc4)c3)CC2)c(OC)c1OC,1.1,6,-7.5*
COc1ccc(N(CC(O)CN2C(=O)NC(C)(C)C2=O)S(=O)(=O)c2ccc(C)cc2)cc1 (stereo not given),0.4,9,i
O=C(Nc1cc2c(cc1C(=O)O)OCCCO2)c1ccc(C(F)(F)F)cc1,2.8,28,i
CCCCS/C(N)=N/N=C/c1ccccc1O,-0.8,48,i
CC(C)CCC(C)NC(=O)C1CCN(S(=O)(=O)/C=C/c2ccccc2)CC1 (stereo not given),-0.8,4,i
O=C(/C=C/c1ccco1)NCCc1ccccc1,-0.8,17,i
O=C(c1cc2cc(Br)ccc2[nH]1)N1CCc2ccccc21,-3.5,nt,i
COc1cccc(OC)c1OCC(O)CN1CCN(c2ccccc2)CC1 (stereo not given),-0.9,27,i

Single entries from the entries so far:
In OX1R antag, COc1cccc(OC)c1OCC(O)CN1CCN(c2ccccc2)CC1 (stereo not given) reads 27
In STK33 kinase inh, CCCCS/C(N)=N/N=C/c1ccccc1O reads -0.8

Remaining list, next part.
SMILES,STK33 kinase inh,OX1R antag,KCNQ2 inh
CCOc1ccc(NC(=O)c2cc(OC)nc3ccccc23)cc1,-0.9,0,i
COc1cccc(CN2CC(C(=O)NCCc3ccc(C)o3)CCC2=O)c1 (stereo not given),0.5,nt,i
c1ccc(-c2noc(-c3ccc4c(c3)OCO4)n2)cc1,-0.7,26,i
CC(C)C[C@H](NC(=O)c1nc[nH]c1C(=O)NCC(=O)OCc1ccccc1)C(=O)OCc1ccccc1,-1.7,3,i
CCC(C)NS(=O)(=O)c1ccc(OCC(=O)N2CCC(C)CC2)cc1 (stereo not given),0.0,30,i
CSCCC(N=C(NS(=O)(=O)c1ccc(C)cc1)c1ccccc1)C(=O)O (stereo not given),-0.1,1,i
COc1ccc(C2CC(c3ccc(Cl)cc3)=NN2C(C)=O)cc1 (stereo not given),-1.6,-3,i
COc1ccccc1-c1nc(C(N)=O)c2[nH]c(=O)n(-c3cccc(C)c3)c2n1,-1.3,13,i
O=C(NC1CCCC1)C1CCCN(C(=O)Nc2ccccc2)C1 (stereo not given),0.1,6,i
COc1cc(CSc2ncn[nH]2)c(OC)cc1CSc1ncn[nH]1,-1.2,4,i
CCOC(=O)C1CCN(C(=O)c2cc(S(=O)(=O)N3CCOCC3)c(Cl)cc2Cl)CC1,2.3,18,i
Cc1c(NC(=O)CSc2ccc(Cl)cc2)cccc1-c1nc2cc(Cl)ccc2o1,-2.0,-6,i
CCOc1ccc(CN2CCNC(=O)C2CC(=O)N(C)Cc2nonc2C)cc1 (stereo not given),-2.0,29,i
CC1Cc2ccccc2N1C(=O)CSc1nnnn1C(C)C (stereo not given),0.0,23,i
COc1ccccc1NS(=O)(=O)c1cc(NC(=S)Nc2cc(C)cc(C)c2)ccc1Cl,-0.4,21,i
CC1CN(C(=O)CCC(=O)NC2CCCCC2)c2ccccc2S1 (stereo not given),-1.2,19,i
CCn1c(CCNC(=O)c2cccs2)n[nH]c1=S,0.0,13,i
Cc1cc(C)cc(NC(=O)CSc2nc(=O)n3cc(C)ccc3n2)c1,nt,22,i
COc1ccc(OC)c(NC(=O)CCN2CCCC(C)C2)c1 (stereo not given),-4.2,6,i
Cc1ccc(NC(=S)NC(=O)c2ccc(F)cc2)cc1S(=O)(=O)Nc1ccccc1Cl,-1.2,52,i
N=c1oc2ccccc2cc1-c1nc(-c2ccc(Cl)cc2)cs1,-1.8,1,i
CC1(C(=O)OCC(=O)N2c3ccccc3Sc3ccccc32)CC1(Cl)Cl (stereo not given),-1.4,14,i
OC(CNCc1ccc(Cl)c(Cl)c1)c1ccccc1 (stereo not given),-0.6,6,i
CN1CCN(C2Cc3ccc(F)cc3Sc3cc(F)c(Cl)cc32)CC1 (stereo not given),-0.1,7,i
Cc1ccc(NS(=O)(=O)c2cccc(C(=O)NCCCN3CCCC3=O)c2)cc1,-1.3,22,i
COc1ccc(C(CC(=O)c2ccccc2)S(=O)(=O)c2ccccc2)cc1 (stereo not given),-1.9,-5,i
O=C(CC(=O)NC1CCCCC1)N/N=C/c1ccc(Cl)cc1,1.3,13,i
Cn1c2c(c(=O)n(C)c1=O)C1c3ccccc3OCC1C(C)(C)O2 (stereo not given),-0.6,5,i
Cc1ccc(-n2c(C)cc(C(=O)COC(=O)c3ccc[nH]c3=O)c2C)cc1,-1.1,6,i
O=C(Nn1cnnc1)c1cccc(S(=O)(=O)N2CCOCC2)c1,2.9,7,i
O=C(CCN1CCOCC1)c1ccc(Cl)cc1,-1.2,0,i
CCOC(=O)c1cnc(-n2nc(C)cc2C)nc1NC1CCCC1,0.4,14,i
CC1(c2ccc3c(c2)OCO3)NC(=O)N(CC(=O)c2ccc[nH]2)C1=O (stereo not given),-1.9,18,i
Cc1ccc2c(c1)c1ncnc(N3CCN(c4ccccc4)CC3)c1n2C,-0.4,14,nt
Cc1c(C(=O)OC(C)C)sc(NC(=O)c2cccnc2)c1C#N,0.2,55,i
CC(C)C(c1nnnn1C1CCCCC1)N1CCOCC1 (stereo not given),1.2,5,i
Cc1cc(SCC(=O)OCC(=O)N2CCCC2=O)c(C)cc1Br,-1.1,15,i
O=C(NC1CCCCC1)C(c1cccnc1)N(C(=O)c1csnn1)c1ccccc1 (stereo not given),-0.8,1,i
CCc1c(C)nc(N)n2c(SCC(=O)N3CCCc4ccccc43)nnc12,0.0,8,i
Cc1ccc(NC2c3ncccc3C(=O)N2Cc2cccs2)cc1 (stereo not given),0.6,20,i
CCN1CCN(CC(=O)N2N=C(c3cccs3)CC2c2ccc(C)cc2)C(=O)C1=O (stereo not given),-2.1,1,i
C(=C(c1ccccc1)c1ccccc1)c1ccccn1,0.0,18,i
Cc1cnc(NC(=O)CSCc2c(C)noc2C)s1,-1.6,3,nt
CCN(c1ccc(OC)cc1)S(=O)(=O)N1CCCC(C(=O)NCc2cccc(C)c2)C1 (stereo not given),-1.5,8,-6.4*
O=C(NCc1ccncc1)C12CC3CC(CC(Cl)(C3)C1)C2,0.8,27,i
O=C(Nc1cnccn1)Nc1ccc(Cl)cc1Cl,-2.1,10,i
CC(C)c1ccc(NC(=O)CN2C(=O)NC3(CCCCCCC3)C2=O)cc1,0.5,21,nt

Profiles, looked up by structure.
`CC1(c2ccc3c(c2)OCO3)NC(=O)N(CC(=O)c2ccc[nH]2)C1=O` (stereo not given) as listed: STK33 kinase inh: -1.9; OX1R antag: 18; KCNQ2 inh: i
`O=C(Nc1cnccn1)Nc1ccc(Cl)cc1Cl` as listed: STK33 kinase inh: -2.1; OX1R antag: 10; KCNQ2 inh: i
